Assay outcomes from PubChem BioAssay.
CRFR2-BP ag – CRF-BP/CRF-R2 complex agonism; activation, % at 13.2 µM; HEK293 CRF-R2/CRF-BP, calcium dye fluorescence (FLIPR); percent of saturating CRF peptide response; 350,000 compounds, 0.46% hits;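 active = activation of at least 50%, plus an integration ratio under a set limit after plate pattern correction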;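 also: plate controls were neutral control wells without compound for no effect and CRF at EC100 for full effect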
M1 PAM – positive allosteric modulators of human M1 muscarinic receptor | P11229 | CHO-K1 hM1, Fluo-8 calcium fluorescence, ACh EC20; 0% = ACh EC20, 100% = maximal ACh | activation, % at 3 µM | 360,000 compounds, 0.088% hits; in the data active = activation above about 19%, passing the limit was not always enough
Target sequence (P11229 whole entry, looked up): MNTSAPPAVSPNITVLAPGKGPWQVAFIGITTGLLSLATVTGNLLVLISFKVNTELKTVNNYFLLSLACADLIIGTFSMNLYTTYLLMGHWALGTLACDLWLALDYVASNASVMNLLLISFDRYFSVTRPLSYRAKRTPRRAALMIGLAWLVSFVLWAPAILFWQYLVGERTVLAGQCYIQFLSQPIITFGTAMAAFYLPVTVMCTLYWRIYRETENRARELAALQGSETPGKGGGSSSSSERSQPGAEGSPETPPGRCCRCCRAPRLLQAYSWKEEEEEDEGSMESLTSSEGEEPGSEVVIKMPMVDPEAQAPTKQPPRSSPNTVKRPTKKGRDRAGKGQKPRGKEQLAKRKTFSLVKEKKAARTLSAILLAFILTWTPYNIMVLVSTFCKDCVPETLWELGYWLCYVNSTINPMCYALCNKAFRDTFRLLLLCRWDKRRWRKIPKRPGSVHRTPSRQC
M5 antag – antagonists of human muscarinic M5 receptor (CHRM5). P08912. CHO-hM5 cells, Fluo-8 calcium fluorescence, ACh EC80. inhibition, % at 3 µM. 360,000 compounds, 0.59% hits. AID 624040;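 active = inhibition above a per-plate cutoff, the mean of that plate's test compounds plus 3 SD, cut at about 27% in these data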;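 also: 0% = acetylcholine EC80 with DMSO and 100% = DMSO without agonist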
Target sequence (P08912 whole entry, looked up): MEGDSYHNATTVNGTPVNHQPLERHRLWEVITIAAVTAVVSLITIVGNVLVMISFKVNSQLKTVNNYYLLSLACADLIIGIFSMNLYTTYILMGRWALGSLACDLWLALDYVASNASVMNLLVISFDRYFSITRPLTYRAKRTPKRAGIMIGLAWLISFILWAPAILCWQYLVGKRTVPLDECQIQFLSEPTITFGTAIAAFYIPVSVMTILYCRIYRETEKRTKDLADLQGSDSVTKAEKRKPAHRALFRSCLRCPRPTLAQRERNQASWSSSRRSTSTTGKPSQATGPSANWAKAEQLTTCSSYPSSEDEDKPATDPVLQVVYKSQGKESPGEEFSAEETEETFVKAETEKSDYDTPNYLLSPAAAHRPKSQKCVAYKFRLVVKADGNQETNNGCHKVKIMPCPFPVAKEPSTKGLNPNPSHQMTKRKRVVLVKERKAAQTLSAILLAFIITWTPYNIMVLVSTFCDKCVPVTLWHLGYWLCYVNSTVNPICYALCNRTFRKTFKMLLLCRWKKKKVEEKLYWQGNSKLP
CHRM1 antagonist – antagonists of human M1 muscarinic receptor | P11229 | AID 588852 | CHO-K1 hM1, Fluo-8 calcium fluorescence, ACh EC80 antagonist | 360,000 compounds, 1.3% hits | inhibition, % at 3 µM;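 active = percent inhibition above its own plate's cutoff, namely the mean of that plate's compound wells plus 3 SD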;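 also: peak over basal fluorescence ratio during 140 s after agonist addition; 0% = ACh EC80 plus DMSO and 100% = DMSO alone without agonist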
CHRM5 PAM – potentiates acetylcholine response at human M5 receptor; P08912; CHO-K1 hM5, Fluo-8 calcium, ACh EC20 PAM; 0% = ACh EC20, 100% = ACh EC100; activation, % at 3 µM; 360,000 compounds, 0.3% hits; AID 624038;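 active = activation above the run cutoff, the mean activation of all test compounds plus 3 SD, cut at about 18% in these data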
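System: CHO-K1 cell line with stable human muscarinic M5 receptor expression | Also added: EC20 acetylcholine as agonist stimulus | Compound: One concentration, 3 µM final (nominal) | Timing: Fluo-8 loading 80 min at 37 °C plus 30 min room temperature | Measured by: Fluo-8 calcium dye fluorescence, kinetic read | Read-out basis: % activation, ACh-normalized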
CHRM4 PAM – CHRM4 positive allosteric modulation | AID 624126 | 360,000 compounds, 0.4% hits | activation, % at 3 µM | CHO-K1 hM4/Gqi5, Fluo-8 calcium fluorescence, ACh EC20; 0% = ACh EC20, 100% = maximal ACh | P08173;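 active = activation above its plate's cutoff, the mean activation of sample wells plus 3 SD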; also: some results filed as inactive read as strong as hits
M4 antag – antagonists of human muscarinic M4 receptor (CHRM4). CHO-hM4 cells, ACh EC80, Fluo-8 calcium fluorescence. inhibition, % at 3 µM. 360,000 compounds, 0.73% hits. AID 624125;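 active = inhibition above its plate's cutoff, the mean inhibition of sample wells plus 3 SD, cut at about 27% in these data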;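 also: 0% = acetylcholine EC80 with DMSO and 100% = DMSO without agonist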
M4 ag – CHRM4 agonism in calcium assay | 360,000 compounds, 0.14% hits | AID 624127 | P08173 | activation, % at 3 µM | CHO-K1 hM4/Gqi5, Fluo-8 calcium fluorescence; vehicle 0%, full acetylcholine response 100%;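 active = activation above the run mean over all test wells plus 3 SD, cut at about 32% in these data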;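 also: peak over basal fluorescence ratio per well then scaled between controls; 0% = DMSO wells and 100% = acetylcholine at EC100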
M5 ag – CHRM5 agonism in calcium assay; P08912; CHO-K1 hM5 cells, Fluo-8 calcium fluorescence; 0% DMSO wells, 100% maximal acetylcholine response; activation, % at 3 µM; 360,000 compounds, 0.19% hits;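 active = activation above the run's mean over test compounds plus 3 SD, cut at about 23% in these data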;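 also: signal is peak over basal fluorescence ratio across the kinetic read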
* hit, by the source's call; · = not tested or not shown.

Start of the data: the first three records, to show the layout:
1. Cc1ccc(Nc2nc(-c3ccc(S(=O)(=O)N4CCOCC4)cc3)cs2)cc1
2. O=C(OCc1ccc([N+](=O)[O-])cc1)C1CCN(S(=O)(=O)c2ccccc2)CC1
3. CC1(C)Cn2c(nnc2-c2ccccc2)S1
screen / no. | 1 | 2 | 3
CRFR2-BP ag | 0.2 | 0.2 | -0.5
M1 PAM | -2.9 | -13.2 | 17.8
M5 antag | 5.9 | 1.8 | -3.6
CHRM1 antagonist | -13.1 | -1.7 | -12.0
CHRM5 PAM | -5.2 | -12.9 | 1.5
CHRM4 PAM | 5.4 | -23.6 | 4.7
M4 antag | 13.2 | 14.0 | 12.7
M4 ag | 2.9 | 7.7 | 1.4
M5 ag | 1.6 | -1.7 | 0.3

Results (from the top)
1. Cc1ccc(Nc2nc(-c3ccc(S(=O)(=O)N4CCOCC4)cc3)cs2)cc1
2. O=C(OCc1ccc([N+](=O)[O-])cc1)C1CCN(S(=O)(=O)c2ccccc2)CC1
3. CC1(C)Cn2c(nnc2-c2ccccc2)S1
4. COc1ccc(C(=O)N/N=C/c2cn[nH]c2-c2ccc(OC)cc2OC)cc1
5. CC(=O)Nc1ccc(NC(=O)c2ccc(NS(=O)(=O)c3cccc4cccnc34)cc2)cc1
6. COCCSc1ccccc1C(=O)NCC1CCCO1 (stereo not given)
7. CN1CCc2nc(NC(=O)c3cccc(OC(F)F)c3)sc2C1
8. CN[C@H]1C[C@H]2c3[nH]c4ccccc4c3CCN2C(=O)[C@H]1[C@H](C)O
9. CC/C(=N\NC(=O)c1csc(C)c1C)c1cccs1
10. Cc1cc(C)nc(N2CCCC(C(=O)NCc3cccc(C(F)(F)F)c3)C2)n1 (stereo not given)
screen / no. | 1 | 2 | 3 | 4 | 5 | 6 | 7 | 8 | 9 | 10
CRFR2-BP ag | 0.2 | 0.2 | -0.5 | -0.2 | 5.5 | 2.6 | 3.3 | 2.6 | -0.1 | -0.8
M1 PAM | -2.9 | -13.2 | 17.8 | -0.4 | 8.4 | 4.9 | 10.3 | 5.7 | 4.6 | -1.8
M5 antag | 5.9 | 1.8 | -3.6 | 1.9 | 8.3 | -13.5 | -1.7 | 4.7 | -0.9 | 20.1
CHRM1 antagonist | -13.1 | -1.7 | -12.0 | 3.9 | -9.0 | -2.2 | -16.8 | -6.3 | -21.9 | 5.2
CHRM5 PAM | -5.2 | -12.9 | 1.5 | -6.5 | 1.8 | 2.3 | 1.1 | 1.1 | 3.0 | 5.6
CHRM4 PAM | 5.4 | -23.6 | 4.7 | 6.7 | 4.2 | 3.9 | 0.0 | 4.4 | 2.9 | 8.0
M4 antag | 13.2 | 14.0 | 12.7 | 5.4 | -7.8 | -2.2 | 2.8 | -5.3 | 0.2 | -6.7
M4 ag | 2.9 | 7.7 | 1.4 | 2.4 | 0.9 | -0.1 | 0.7 | 0.9 | 2.5 | 1.1
M5 ag | 1.6 | -1.7 | 0.3 | -2.5 | -4.4 | 0.9 | 0.9 | 1.8 | -4.1 | -4.5

11. CC(C)(O)C#Cc1ccc(CN2CCN(Cc3ccsc3)C(CCO)C2)s1 (stereo not given)
12. O=c1cc2c(nn1Cc1ccccc1Cl)-c1ccccc1CC2
13. CC(=O)Nc1ccc(NC(=O)COc2cc(C)cc3oc(=O)cc(C)c23)cc1
14. COC(=O)N/N=C/c1ccccc1OCc1ccccc1
15. CCCCCc1nc2c(C#N)c(-c3ccc(Cl)cc3)ccn2n1
16. CC(C)(C)c1cc(Br)ccc1OCC(=O)Nc1ncn[nH]1
17. Cc1c(NC(=O)c2cccc(NC(=O)C(C)Oc3ccccc3)c2)c(=O)n(-c2ccccc2)n1C (stereo not given)
18. CC1CC(C)CN(S(=O)(=O)c2ccc(C(=O)Nc3nnc(-c4cccs4)o3)cc2)C1 (stereo not given)
19. COc1ccc(CNc2ncnc3sccc23)cc1OC
20. COc1ccc(C(=O)N2c3ccccc3C=CC2C#N)cc1 (stereo not given)
screen / no. | 11 | 12 | 13 | 14 | 15 | 16 | 17 | 18 | 19 | 20
CRFR2-BP ag | -0.4 | 0.7 | -0.1 | -5.1 | 4.6 | -2.1 | -0.7 | 34.0 | 0.5 | 0.7
M1 PAM | -2.3 | 0.5 | -2.4 | 1.9 | 2.9 | 5.7 | -0.7 | 0.5 | -4.1 | 7.3
M5 antag | -2.2 | 0.1 | 5.7 | 2.6 | 3.7 | -3.6 | 4.1 | -0.4 | 19.8 | 10.7
CHRM1 antagonist | 3.4 | -13.1 | 3.2 | 8.7 | -6.3 | -3.4 | 2.8 | -2.8 | -1.2 | -12.7
CHRM5 PAM | 5.8 | -3.3 | -3.1 | -0.4 | -8.6 | 8.0 | -1.7 | -4.6 | -11.6 | -7.5
CHRM4 PAM | -0.4 | 4.1 | -1.7 | 4.8 | 5.8 | 18.4 | 4.2 | 6.2 | -10.6 | -2.3
M4 antag | -3.2 | -2.1 | -2.5 | 4.3 | -1.5 | -1.5 | -0.3 | 0.1 | -0.3 | 4.0
M4 ag | 1.5 | -0.3 | 0.7 | 0.3 | -0.6 | -0.2 | 2.0 | -0.7 | 13.0 | 0.6
M5 ag | -4.4 | -3.1 | -1.5 | 2.7 | -3.2 | 0.3 | 0.0 | -7.3 | 8.2 | -4.0

21. Cn1ccnc1CN1CCCCC1C(=O)Nc1ccc(Oc2cccnc2)cc1 (stereo not given)
22. CC(=O)NC1Sc2ccccc2N=C1c1ccccc1 (stereo not given)
23. O=C(c1ccc(Cl)cc1)N1CCC(O)(CSc2ccccc2)CC1
24. CCOC(=O)Cc1n[nH]c(=O)c2ccccc12
25. Cc1noc(C)c1C(=O)NCC1COc2ccccc2O1 (stereo not given)
26. Cc1nn(Cc2cccc3ccccc23)c(C)c1NC(=O)c1cccnc1
27. CCOc1ccccc1NC1=NC2CS(=O)(=O)CC2S1 (stereo not given)
28. Cc1ccccc1OCc1nnc(SCC(=O)Nc2ccc3c(c2)oc2ccccc23)n1C
29. Cc1ccc(C(=O)N2CCCCCC2)cc1Br
30. CC(C)[C@H](NC(=O)[C@@H]1CSCN1C(=O)OC(C)(C)C)C(=O)NCC1CCC(C(=O)O)CC1 (stereo not given in full)
screen / no. | 21 | 22 | 23 | 24 | 25 | 26 | 27 | 28 | 29 | 30
CRFR2-BP ag | -2.6 | -1.6 | -0.1 | 0.1 | 0.0 | -0.1 | 0.8 | 0.0 | -6.6 | -1.3
M1 PAM | 1.3 | 1.5 | 3.1 | 13.3 | 4.7 | 11.8 | 3.9 | 5.7 | 3.1 | 9.3
M5 antag | -3.5 | -0.5 | 10.6 | -10.8 | -3.7 | -5.3 | 12.3 | 13.6 | -3.6 | 0.9
CHRM1 antagonist | -4.3 | 0.0 | -5.5 | -6.4 | 1.6 | -5.1 | 2.9 | 0.3 | -5.3 | -9.2
CHRM5 PAM | 1.4 | 5.2 | -3.7 | 1.8 | -0.6 | 7.1 | -9.1 | -1.2 | 1.8 | -4.6
CHRM4 PAM | -4.4 | -4.4 | -2.4 | 2.3 | 6.1 | 6.9 | -3.5 | -5.8 | -3.2 | 3.8
M4 antag | -3.1 | 14.0 | 2.1 | 2.4 | -4.5 | -5.5 | 5.8 | 18.2 | -6.8 | -5.0
M4 ag | 0.7 | 0.1 | 5.0 | 1.7 | 0.6 | 1.3 | 0.1 | -0.1 | -0.4 | 0.6
M5 ag | -6.4 | -1.6 | 0.2 | -0.4 | 1.5 | 0.9 | -3.4 | 2.5 | -3.3 | -6.6

31. Cc1ccc(OCCCC(=O)Nc2ccc(S(N)(=O)=O)cc2)cc1
32. Cc1ccc(C)c(S(=O)(=O)N(C)Cc2cccs2)c1
33. COc1cc(C2Nc3ccccc3C(=O)N2c2ccccc2OC)ccc1O (stereo not given)
34. COCCNCCCOc1ccc(C)cc1Br
35. O=S(=O)(NCC1CCCO1)c1ccc(Oc2ccccc2)cc1 (stereo not given)
36. CN(Cc1ccccc1)c1cc2c(c3c1ccn3C)C1CCC2C1 (stereo not given)
37. C=CCn1c(SCc2ccc([N+](=O)[O-])cc2)nnc1C(C)NC(=O)c1ccccc1 (stereo not given)
38. Cc1cc(C)c(C(=O)O)c(CC(C)(C)C(=O)O)c1
39. CC(=O)NCCc1nc2cc(NC(=O)c3ccc([N+](=O)[O-])cc3)ccc2n1C
40. O=C(COC(=O)c1ccncc1)c1ccc(Cl)c(Cl)c1
screen / no. | 31 | 32 | 33 | 34 | 35 | 36 | 37 | 38 | 39 | 40
CRFR2-BP ag | 1.0 | 0.6 | -0.6 | 1.4 | -1.1 | · | 0.5 | -1.3 | 1.7 | 48.1
M1 PAM | 5.7 | -1.3 | -4.8 | 2.7 | -2.5 | 0.9 | 7.2 | 20.9 | 9.1 | 9.2
M5 antag | 8.4 | 5.5 | 12.9 | -3.1 | 1.9 | 6.8 | 5.3 | 2.6 | 3.4 | -4.8
CHRM1 antagonist | -1.8 | 1.1 | 12.1 | -4.2 | -9.4 | -29.8 | -5.6 | -8.8 | -7.3 | -17.7
CHRM5 PAM | 1.2 | 0.8 | -9.9 | -1.2 | -10.3 | 2.7 | -0.3 | 2.6 | -2.2 | 5.8
CHRM4 PAM | -5.1 | 12.2 | -2.6 | -5.7 | -6.6 | -6.7 | -5.9 | -2.0 | 5.3 | 19.4
M4 antag | 11.5 | -0.6 | 9.5 | -3.5 | 4.1 | -3.6 | 3.6 | -0.5 | -12.8 | -2.9
M4 ag | 1.6 | -0.6 | -0.5 | 1.2 | 4.2 | -0.8 | 0.6 | 0.0 | 1.6 | 0.7
M5 ag | 4.2 | -7.9 | -1.7 | -1.0 | 3.2 | 1.4 | -3.0 | 2.2 | -3.1 | -3.5

41. CC1CCN(C(=O)CSc2nnc(-c3cccnc3)o2)CC1
42. O=C(c1cnc2n(c1=O)CCS2)N1CCc2ccccc21
43. CC1CN(C(=O)c2cccc(COc3ccc(Br)cc3)c2)CC(C)O1 (stereo not given)
44. CC(NS(=O)(=O)c1cn(C)c(=O)n(C)c1=O)c1ccccc1 (stereo not given)
45. CC(OC(=O)CNC(=O)c1ccc(Cl)c(Cl)c1)C(=O)N1CCOCC1 (stereo not given)
46. Cc1cccc(N2CCN(C(=O)CNC(=O)c3cccc([N+](=O)[O-])c3)CC2)c1C
47. CCC(=O)NC(=S)Nc1ccc(NC(=S)NC(=O)c2ccccc2)cc1
48. CCOC(=O)[C@]12CCC=C1N(Cc1ccccc1)C(=O)[C@H](CC(=O)NCCC(C)C)C2
screen / no. | 41 | 42 | 43 | 44 | 45 | 46 | 47 | 48
CRFR2-BP ag | 1.6 | -3.4 | -1.2 | -1.0 | -0.8 | 0.2 | 1.9 | ·
M1 PAM | 14.7 | 5.9 | -6.0 | 13.8 | 1.1 | -1.5 | 11.9 | ·
M5 antag | 5.0 | 0.9 | -2.5 | 10.6 | -3.8 | 24.9 | -5.2 | -9.5
CHRM1 antagonist | -11.9 | 3.4 | 3.8 | -12.3 | 3.1 | 1.8 | -6.9 | ·
CHRM5 PAM | 3.8 | 0.7 | -4.7 | 1.4 | 5.2 | -9.1 | 10.5 | 1.4
CHRM4 PAM | -5.2 | 3.1 | -5.2 | 2.6 | -1.4 | -12.7 | 3.9 | 9.4
M4 antag | -7.8 | -16.1 | -8.0 | 6.1 | -3.8 | 3.8 | -3.4 | 5.3
M4 ag | 0.4 | 0.2 | 1.6 | 1.1 | 2.9 | 1.9 | 1.4 | 0.2
M5 ag | -1.2 | 1.1 | -5.0 | -2.5 | 2.4 | -3.1 | 10.5 | 1.4
